From PubChem
PKM2 act = PKM2 (human) enzyme activation. purified PKM2, Kinase-Glo ATP luminescence, activation; response scale: 0% is enzyme alone, no compound. Potency, µM (top dose mostly 57.5 µM), for the others: top-dose activation, usual class: activators. P14618. 260,000 tested, 0.34% active; also: potency is read from the fitted curve at half-maximal effect; % is scaled to controls: 0 for no effect and ±100 for the full control effect; nearly all actives have a fitted effect of over 55% in size
Target sequence (P14618 whole entry, looked up): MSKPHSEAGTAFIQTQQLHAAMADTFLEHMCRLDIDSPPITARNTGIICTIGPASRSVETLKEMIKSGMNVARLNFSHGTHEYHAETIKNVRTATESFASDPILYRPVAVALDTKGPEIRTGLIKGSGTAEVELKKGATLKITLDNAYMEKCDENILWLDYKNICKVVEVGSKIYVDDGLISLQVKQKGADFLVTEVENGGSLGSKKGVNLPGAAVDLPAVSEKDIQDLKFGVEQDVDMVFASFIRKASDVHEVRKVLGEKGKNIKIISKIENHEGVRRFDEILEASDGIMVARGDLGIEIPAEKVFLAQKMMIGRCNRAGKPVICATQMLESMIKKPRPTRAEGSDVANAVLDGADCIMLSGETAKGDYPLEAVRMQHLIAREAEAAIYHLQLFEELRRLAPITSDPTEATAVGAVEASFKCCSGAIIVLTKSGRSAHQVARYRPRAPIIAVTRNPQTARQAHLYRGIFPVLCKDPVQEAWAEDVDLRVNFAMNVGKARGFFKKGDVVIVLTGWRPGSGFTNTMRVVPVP
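hPK-M2, >95% pure; 0.1 mM ADP / 0.5 mM PEP final; imidazole pH7.2 buffer w/ 7 mM MgCl2, 50 mM KCl; 1 h RT; Kinase-Glo lum. Intermediate enzyme activity for dual inhibitor/activator qHTS.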
KCNH2 3.1 inh = inhibitors of human KCNH2 3.1 potassium channel isoform. U2OS KCNH2 3.1, thallium flux FluxOr; active compounds read low. activity change, % (tested at about 1.8 µM). 340,000 tested, 0.95% active. AID 720553;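 active = maximum activity change below -70%; inconclusive = maximum activity change from -70% to -50%; inactive = maximum activity change above -50%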;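 also: thallium influx rate constant from kinetic fluorescence after stimulation buffer; % is scaled to controls: 0 for no effect and ±100 for the full control effect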
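Normalized rate constant (relative to positive and negative DMSO controls) derived from a 2 min kinetic fluorescence read after stimulation; U2OS cells expressing the 3.1 isoform via virus at 1.77 x 10^8 /mL.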
Gal4-VP16 FLuc = Gal4-VP16 reporter inhibition counter-screen. 310,000 tested, 3.5% active. Potency, µM (doses to about 53.6 µM), for inactives: top-dose activity, negative = inhibition, hits mostly inhibitors. AID 2546. Drosophila S2 Gal4-VP16 UAS-luciferase, luminescence, 20 h;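 also: Gal4-VP16 expression switched on by copper sulfate through the metallothionein promoter; potency is read from the fitted curve at half-maximal effect; % is scaled to controls: 0 for no effect and ±100 for the full control effect; nearly all actives have a fitted effect of over 50% in size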
MBNL1 CUG block = MBNL1-poly(CUG) RNA binding inhibition; Q9NR56; TR-FRET MBNL1-His/biotin-(CUG)12 binding, 665/545 ratio; Potency, µM (titrated, usually from 57.5 µM), for inactives: at the top dose activity change, negative = inhibition, usual class: inhibitors; 280,000 tested, 0.036% active; active = well fitted inhibition curve with a large enough effect in the signal ratio, with a control signal flat, not every such curve was filed as active; inconclusive = small, poorly fitted or top-dose-only effect, or effect the other way, or a change in a side signal; inactive = no such curve, though single readings can be large or run the other way; the % refers to the signal ratio; also: potency is read from the fitted curve at half-maximal effect; % is scaled to controls: 0 for no effect and ±100 for the full control effect
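His-tagged MBNL1 binding to biotinylated (CUG)12 RNA was measured by TR-FRET using terbium anti-His antibody (0.055 ng/ul final) and streptavidin-XL665 (5 nM final). Compounds were titrated 92 nM to 58 uM; 60 min at room temperature.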
RORgamma inh = ROR gamma (mouse) transcription inhibition; P51450; Drosophila S2 Gal4-RORgamma UAS-luciferase reporter, 20 h; Potency, µM (series often up to 53.6 µM), for the others: top-dose activity change, negative = inhibition, usual class: inhibitors; 310,000 tested, 5.4% active; AID 2551; also: potency is read from the fitted curve at half-maximal effect; % is scaled to controls: 0 for no effect and ±100 for the full control effect; nearly all actives have a fitted effect of over 60% in size
Target sequence (P51450 whole entry, looked up, the tested form may be a part): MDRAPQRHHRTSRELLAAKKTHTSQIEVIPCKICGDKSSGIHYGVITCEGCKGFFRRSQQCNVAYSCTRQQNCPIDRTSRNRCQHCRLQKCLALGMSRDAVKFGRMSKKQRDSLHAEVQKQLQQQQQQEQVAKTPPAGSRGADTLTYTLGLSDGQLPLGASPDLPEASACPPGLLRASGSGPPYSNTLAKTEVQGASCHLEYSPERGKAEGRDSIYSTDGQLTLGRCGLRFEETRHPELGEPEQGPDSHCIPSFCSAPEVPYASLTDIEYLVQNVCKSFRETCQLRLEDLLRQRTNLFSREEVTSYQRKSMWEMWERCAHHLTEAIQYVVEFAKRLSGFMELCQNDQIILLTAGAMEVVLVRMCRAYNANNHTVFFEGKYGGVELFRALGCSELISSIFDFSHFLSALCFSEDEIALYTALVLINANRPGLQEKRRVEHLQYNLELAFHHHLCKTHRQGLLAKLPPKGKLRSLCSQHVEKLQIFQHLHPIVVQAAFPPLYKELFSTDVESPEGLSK
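In this cell-based reporter format, copper sulfate (700 uM final) drives Gal4–ROR gamma fusion expression from a metallothionein promoter in Drosophila Schneider cells; compounds preincubated 1 hr, reporter read after 20 hr at ambient temperature.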
Menin MLL FP TR = menin-MLL binding inhibition, Texas Red mutant peptide | O00255 | Menin + Texas Red MLL mutant peptide, fluorescence polarization | Potency, µM (titrated, usually from 61.6 µM), inactives show at the highest dose FP activity change, negative = inhibition, actives largely listed as inhibitors | 270,000 tested, 0.23% active | AID 1768; active = well fitted inhibition curve with a large enough effect in the polarisation, with a control signal flat, not every such curve was filed as active; inconclusive = small, poorly fitted or top-dose-only effect, or effect the other way, or a change in a side signal; inactive = no such curve, though single readings can be large or run the other way; the % refers to the polarisation; also: potency is read from the fitted curve at half-maximal effect; % of control where 0% means no effect; many of its hits are not listed in these tables
NPC1 prom act = activators of NPC1 promoter; Huh7 NPC1 promoter luciferase reporter, 24 h; Potency, µM (top dose mostly 9.22 µM), without a hit: top-dose activation, most hits filed as activators; 320,000 tested, 2.4% active; AID 485313;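 also: potency is read from the fitted curve at half-maximal effect; % of control where 0% means no effect; nearly all actives have a fitted effect of over 60% in size; reporter is driven by a mutant NPC1 promoter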
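Huh7 reporter cells (NPC1 promoter driving luciferase) are dosed with compound for 24 h at 37 °C, 5% CO2; luciferase detection reagent is then added and luminescence measured after 10 min at ambient temperature.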
Mito fusion yeast = blocks mitochondrial division or promotes mitochondrial fusion; Potency, µM (series often up to 46.1 µM), without a hit: at the highest dose growth rescue (activation), hits mostly activators; 320,000 tested, 0.23% active; S. cerevisiae fusion-defective mutant growth rescue, CellTiterGlo 48 h;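 also: potency is read from the fitted curve at half-maximal effect; % of control where 0% means no effect; nearly all actives have a fitted effect of over 45% in size; temperature-sensitive fusion mutants such as fzo1-1 at 37 °C on non-fermentable ethanol glycerol medium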
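Read-out: ATP-based luminescence (CellTiterGlo, 10 min ambient) reporting growth of fusion-defective ts yeast after 48 hours at 37C on glycerol/ethanol YPEG medium in the presence of compound.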
FLuc counter = counter-screen for miR-21 project: firefly luciferase inhibitors or activators | P08659 | purified FLuc, Km substrates, luminescence inhibition | Potency, µM (titrated, usually from 57.5 µM), inactives show top-dose activity change, negative = inhibition, hits mostly inhibitors | 360,000 tested, 6.9% active;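 also: potency is read from the fitted curve at half-maximal effect; plate controls were vehicle for no effect and reference inhibitor for full effect; nearly all actives have a fitted effect of over 55% in size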
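Biochemical qHTS of compounds, final roughly 60 µM downward over six points, against 10 nM purified firefly luciferase using Km concentrations of substrates (10 uM D-luciferin, 10 uM ATP) in Tris acetate pH 7.5 buffer; luminescence output.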
Rab9 promoter act = activators of Rab9 promoter | AID 485297 | Potency, µM (top dose mostly 9.22 µM), inactives show at the top dose activation, negative = inhibition, actives largely listed as activators | Huh7 Rab9 promoter-luciferase reporter, luminescence, 24 h | 320,000 tested, 2.8% active; also: potency is read from the fitted curve at half-maximal effect; % of control where 0% means no effect; nearly all actives have a fitted effect of over 60% in size
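Huh7 cells stably carrying a Rab9 promoter-luciferase reporter, 1500 cells per well in OP-MEM I with 10% FBS, treated with compound 24 hours at 37C. Luciferase activity read by luminescence after 10 minutes with Amplite reagent.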
ELG1 DNA repair = blocks ELG1-dependent DNA repair in HEK293T cells | HEK293T ELG1-luciferase reporter, luminescence, 16 h; DNA damage induced by 5-fluorouridine | Potency, µM (highest dose often 46.1 µM), for the others: at the highest dose activity change, negative = inhibition, usual class: inhibitors | 330,000 tested, 2.3% active | AID 504467; also: potency is read from the fitted curve at half-maximal effect; % is scaled to controls: 0 for no effect and ±100 for the full control effect; nearly all actives have a fitted effect of over 55% in size
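Luminescence from the luciferase reporter, measured 30 min after ONE-Glo reagent at room temperature, was the read-out. Beforehand, 2,000 cells per well were exposed for 16 hr at 37 °C to 5-fluorouridine together with compound or vehicle.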
* hit, by the source's call; ? = inconclusive; . = not tested or not shown; & = joins results of further samples; [ ] = remark or other dose. Unless noted, calls follow the shape of the dose curve; as a rule, active = well fitted curve in the direction sought with a large enough effect; inconclusive = small, poorly fitted or top-dose-only effect, or another doubt; inactive = no such curve, though single readings can be large; an effect the other way counts as inactive or inconclusive.

SMILES	PKM2 act	KCNH2 3.1 inh	Gal4-VP16 FLuc	MBNL1 CUG block	RORgamma inh	Menin MLL FP TR	NPC1 prom act	Mito fusion yeast	FLuc counter	Rab9 promoter act	ELG1 DNA repair
Cc1nn(C)c(C)c1S(=O)(=O)N1CCCC(C(=O)N2CCN(c3ccccc3)CC2)C1 (stereo unspecified)	2%	0	-6%	-1%	?	-2%	1%	-1%	7%	-11%	-16%
NNC(=S)Nc1ccc(S(=O)(=O)N2CCOCC2)cc1	0%	0	3%	.	?	.	-6%	1%	1%	-2%	1%
CCN(CC)CCN1C(=O)c2cccc3cc(N)cc(c23)C1=O	-2%	0	-9%	?	-36%	1%	-8%	0%	-3%	-13%	25%
COc1ccc(C(C(=O)NC2CCCC2)N(C(=O)c2ccco2)c2cc3c(cc2C(C)=O)OCO3)cc1OC (stereo unspecified)	-1%	-9	-4%	0%	2%	-1%	0%	-1%	2%	-1%	6%
CCOC(=O)[C@@H]1[C@H]2COc3ccc(Br)cc3[C@@H]2N2C(=O)N(c3ccc(Br)cc3)C(=O)[C@]12C	-9%	-17	1%	7%	2%	4%	-5%	4%	2%	0%	0%
COc1ccc(C2NC(=S)NC3=C2CCc2ccccc23)cc1OC (stereo unspecified)	-2%	-1	?	.	?	-2%	-1%	-2%	4%	-8%	12%
Cc1ccc(NC(=O)N(Cc2ccc3c(c2)OCO3)Cc2cc3cc4c(cc3[nH]c2=O)OCCO4)cc1	9%	2	2%	7%	?	-9%	1%	13%	0%	-2%	21µM*
CCOc1ccc(CNC(=O)C2CCC(=O)N2C2CCCC2)cc1OC (stereo unspecified)	5%	3	1%	0%	14%	9%	0%	0%	10%	-1%	13%
Cc1cc(C)cc(NC(=O)C(=O)NCCCN2CCCC2=O)c1	.	7	.	.	.	.	?	-3%	?	?	?
O=C(CCn1nnc2ccccc21)N/N=C\Cc1ccccc1	12%	3	-5%	-3%	-3%	5%	-2%	-6%	-16%	8%	-3%

2 entries picked at random from those above, as already listed:
SMILES	PKM2 act	KCNH2 3.1 inh	Gal4-VP16 FLuc	MBNL1 CUG block	RORgamma inh	Menin MLL FP TR	NPC1 prom act	Mito fusion yeast	FLuc counter	Rab9 promoter act	ELG1 DNA repair
NNC(=S)Nc1ccc(S(=O)(=O)N2CCOCC2)cc1	0%	0	3%	.	?	.	-6%	1%	1%	-2%	1%
O=C(CCn1nnc2ccccc21)N/N=C\Cc1ccccc1	12%	3	-5%	-3%	-3%	5%	-2%	-6%	-16%	8%	-3%

The main list resumes, repeating the 3 entries before the break.
SMILES	PKM2 act	KCNH2 3.1 inh	Gal4-VP16 FLuc	MBNL1 CUG block	RORgamma inh	Menin MLL FP TR	NPC1 prom act	Mito fusion yeast	FLuc counter	Rab9 promoter act	ELG1 DNA repair
CCOc1ccc(CNC(=O)C2CCC(=O)N2C2CCCC2)cc1OC (stereo unspecified)	5%	3	1%	0%	14%	9%	0%	0%	10%	-1%	13%
Cc1cc(C)cc(NC(=O)C(=O)NCCCN2CCCC2=O)c1	.	7	.	.	.	.	?	-3%	?	?	?
O=C(CCn1nnc2ccccc21)N/N=C\Cc1ccccc1	12%	3	-5%	-3%	-3%	5%	-2%	-6%	-16%	8%	-3%
CCC(C)[C@H](NC(=O)NCc1ccc(Cl)cc1)C(=O)O (stereo partly specified)	-5%	-19	-10%	-4%	0%	.	0%	2%	-3%	-1%	?
O=C(Nc1nc(-c2ccc(-c3ccccc3)cc2)cs1)C1CCCO1 (stereo unspecified)	-10%	-31	17%	8%	37%	0%	7%	4%	8.5µM*	0%	?
CN(Cc1nccs1)C(=O)c1ccc2nc(Cc3ccccc3F)oc2c1	0%	0	0%	-3%	16%	.	1%	-3%	3%	0%	?
NC(=O)C1CCN(C(=O)CN2C(=O)c3ccccc3S2(=O)=O)CC1	-2%	-6	-6%	-3%	-12%	-1%	2%	-1%	5%	-2%	-1%
COCCCNC(=O)COc1ccc(-c2nccc(-c3ccccn3)n2)cc1	-5%	2	-10%	-9%	-29%	-25%	-3%	-7%	?	2%	?
S=C(NCCCc1ccccc1)Nc1ccccc1	0%	1	4µM*	1%	16µM*	.	22%	-10%	-3%	0%	?
COc1ccc(CNC(C)C23CC4CC(CC(C4)C2)C3)c(OC)c1OC (stereo unspecified)	.	0	6%	1%	0%	?	-3%	-29%	0%	0%	?
O=C(CSc1ccc([N+](=O)[O-])cn1)Nc1ccccc1N1CCOCC1	5%	-15	-8%	?	6%	.	-2%	0%	3%	3%	3%
CCCCNC(=O)c1ccc2nc(-c3ccco3)c(-c3ccco3)nc2c1	15%	9	18%	?	-31%	?	2%	1%	?	4%	-24%
COc1ccc(C(=O)Nc2ccccc2C(=O)N/N=C/c2ccco2)cc1	-59%	11	10µM*	?	2µM*	15%	16%	-8%	0.48µM*	?	?
C=CCn1c(-c2ccoc2C)n[nH]c1=S	-17%	5	?	-14%	?	.	4%	-3%	-1%	-13%	?
COc1cccc(CNC(=O)Cc2nc3nc(C)cc(C)n3n2)c1	1%	0	-12%	.	-7%	-5%	0%	-4%	2%	12%	-1%
c1cncc(CNC2CCCc3ccccc32)c1 (stereo unspecified)	-5%	-99*	-1%	2%	15%	0%	6%	-2%	2%	9%	3%
Cc1nc(SCC(=O)NC2CCCCC2)[nH]c(=O)c1C	-4%	12	0%	-11%	0%	.	16%	3%	3%	15%	13%
C/C(=N\N1CCN(Cc2ccc(Cl)cc2)CC1)c1ccc(F)cc1	3%	-5	0%	0%	40%	.	-4%	-6%	1%	4%	?
COc1ccc(Cl)cc1-n1c(C)cc(C(=O)O)c1C	-4%	6	3%	-9%	18%	-13%	1%	11%	5%	11%	-2%
Cc1ccc(/C=N/Nc2nc(Cl)c(Cl)cc2Cl)s1	-2%	-13	?	-1%	11µM*	34%[activator]	?	-6%	6µM*	?	?
O=C(NCc1ccco1)C1CC(=O)N(c2ccc(Cl)cc2)C1 (stereo unspecified)	1%	4	-15%	7%	7%	4%	0%	-1%	-2%	-9%	-8%
CC(=O)N1CCC(=NNS(=O)(=O)c2ccc(C)c([N+](=O)[O-])c2)CC1	-2%	0	-2%	7%	-2%	-2%	-4%	-2%	-1%	-2%	13%
CCN(CC)C(=O)c1[nH]cnc1C(=O)Nc1ccc(Cl)cc1	.	15	.	.	.	.	-4%	12%	2%	-5%	-1%
CCn1c(SCC(=O)N2CCc3ccccc32)nnc1-c1c[nH]c2ccccc12	11%	1	-30%	3%	30%	-17%	-1%	-1%	1%	0%	?
CCOC(=O)C1(Cc2ccccc2Cl)CCN(Cc2csc(C(C)=O)c2)CC1	0%	4	-13%	1%	20%	-3%	-1%	-5%	-2%	-2%	-10%
CS(=O)(=O)N(CC(=O)N1CCOCC1)c1ccccc1Br	0%	11	0%	-7%	-22%	-12%	-2%	-1%	-1%	5%	3%
O=[N+]([O-])c1ccccc1/C=N/n1c(C2CCCCC2)n[nH]c1=S	-19%	16	35µM*	24%	?	-4%	0%	13%	0%	2%	?
CCOc1c(Cl)cc(CNCc2ccncc2)cc1OC	3%	-23	-7%	-4%	44%	-13%	0%	26%	0%	-13%	?
NC(=O)c1cccc(CS(=O)(=O)c2ccc(Cl)cc2)c1	.	6	7%	-14%	35%	-3%	-6%	1%	-2%	1%	-2%
Cc1cc(OCC(=O)Nc2cnn(CCCC(=O)O)c2)ccc1Cl	.	2	-4%	-1%	8%	0%	0%	?	2%&-15%	-3%	3%

Not all compounds are listed. The share of hits here may be higher or lower than overall.
